# Screening results (PubChem BioAssay)
# UHRF1 MBD2 ctr = UHRF1 methylated DNA binding inhibitors, primary screen, counter-screen for MBD2 inhibitor project, biochemical, TR-FRET, human UHRF1, single concentration | E3 ubiquitin-protein ligase UHRF1 (Homo sapiens), Q96T88 | UHRF1 binding to methylated oligo | inhibition, % at 4.4 µM | 0.75% of 370,000 active; in the data active = inhibition above about 21%;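 note: UHRF1 SRA domain binding a hemimethylated CpG hairpin DNA probe; 0% = median of test compound wells and 100% = reference inhibitor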
# NPR1 activator = GC-A stimulated cGMP production enhancers – HEK293 GC-A cells, cGMP TR-FRET, EC30 ANP, primary screen; 0% at EC30 ANP, 100% saturating ANP; 0.14% of 370,000 active; AID 1671463, 2021; activation, % at 10 µM; in the data active = activation above about 40%
# HTRA1 inhibitor = HTRA1 serine protease inhibitors, primary screen, biochemical, fluorescence polarization, HTS | inhibition, % at 5.96 µM | AID 504803, 2011 | recombinant HTRA1, FP-rhodamine activity-based probe | 0.5% of 340,000 active | Q92743; in the data active = inhibition above about 36%;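 note: 0% = enzyme with DMSO and 100% = wells lacking enzyme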
# Target sequence (Q92743 whole entry, looked up): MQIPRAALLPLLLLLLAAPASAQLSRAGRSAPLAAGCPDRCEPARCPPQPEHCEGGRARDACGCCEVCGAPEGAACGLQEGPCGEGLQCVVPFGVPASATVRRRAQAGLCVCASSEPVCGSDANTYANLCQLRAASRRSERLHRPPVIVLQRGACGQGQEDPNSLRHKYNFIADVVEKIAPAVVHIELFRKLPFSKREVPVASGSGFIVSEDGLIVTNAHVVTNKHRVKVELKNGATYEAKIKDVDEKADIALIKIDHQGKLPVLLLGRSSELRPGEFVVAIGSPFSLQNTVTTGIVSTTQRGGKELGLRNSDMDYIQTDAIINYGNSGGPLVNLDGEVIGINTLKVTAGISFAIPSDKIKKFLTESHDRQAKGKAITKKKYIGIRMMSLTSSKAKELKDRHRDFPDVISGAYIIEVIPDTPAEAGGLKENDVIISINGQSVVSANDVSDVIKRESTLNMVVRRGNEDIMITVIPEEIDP
# PRMT1 inh = PRMT1 methyltransferase inhibitors, primary screen, biochemical, fluorescence polarization | Protein arginine N-methyltransferase 1 (Homo sapiens), Q99873 | recombinant PRMT1, activity-based probe fluorescence polarization | inhibition, % at 2.79 µM | 1.3% of 370,000 active;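 active = inhibition above about 21% made by adding two undisclosed values, limit read from the data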
# rCAG RNA binder = binders of r(CAG) RNA repeats, primary screen, biochemical, fluorescence | r(CAG) RNA repeat, TO-PRO-1 dye displacement fluorescence | inhibition, % at 3 µM | 1.3% of 370,000 active | AID 651821, 2012;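 active = inhibition above the plate cutoff, the mean of all test compounds on that plate plus 3 SD, cut at about 35% in these data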;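 note: 0% = DMSO alone and 100% = 100 µM mitoxantrone as full dye displacement; higher means more dye released from RNA so lower well fluorescence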
# MBD2 inh = inhibitors of MBD2 binding to methylated DNA, primary screen, biochemical, TR-FRET, DNA-binding domain, human; AID 686964, 2013; 0.31% of 370,000 active; MBD2 binding to methylated oligonucleotide; inhibition, % at 4.4 µM; in the data active = inhibition above about 13%
# SIAE primary = human SIAE inhibitors, primary screen, biochemical, fluorescence polarization, FP-Rh probe, 1536-well HTS; SIAE FP-Rh probe binding; inhibition, % at 9.66 µM; 0.69% of 370,000 active; AID 1053197, 2014;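 active = inhibition above a cutoff: mean of compounds within the control limits plus 3 SD of those, cut at about 17% in these data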;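 note: 0% = plate median of compound wells and 100% = probe without SIAE protein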
# Target sequence (Q9HAT2 whole entry, looked up): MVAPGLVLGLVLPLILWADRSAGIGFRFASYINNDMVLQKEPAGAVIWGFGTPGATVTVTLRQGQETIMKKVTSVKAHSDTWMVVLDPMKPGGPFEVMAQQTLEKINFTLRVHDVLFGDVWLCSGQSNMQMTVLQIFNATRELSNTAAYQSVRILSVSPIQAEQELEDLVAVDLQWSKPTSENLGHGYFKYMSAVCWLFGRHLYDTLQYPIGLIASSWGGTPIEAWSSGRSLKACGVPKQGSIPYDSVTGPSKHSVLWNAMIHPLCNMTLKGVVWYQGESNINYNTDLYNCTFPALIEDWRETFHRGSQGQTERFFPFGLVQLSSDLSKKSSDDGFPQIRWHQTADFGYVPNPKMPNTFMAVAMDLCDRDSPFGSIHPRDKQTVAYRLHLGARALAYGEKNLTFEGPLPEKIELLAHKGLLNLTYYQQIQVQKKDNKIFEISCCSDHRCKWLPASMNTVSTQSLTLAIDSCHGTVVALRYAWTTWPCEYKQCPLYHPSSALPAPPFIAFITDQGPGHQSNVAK
# mABHD4 FP = ABHD4 inhibitors, primary screen, biochemical, fluorescence polarization, mouse. (Lyso)-N-acylphosphatidylethanolamine lipase (Mus musculus), Q8VD66. purified mABHD4, FP-Rh probe fluorescence polarization. inhibition, % at 8.92 µM. 0.54% of 370,000 active;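 active = inhibition exceeding the mean over every tested compound plus 3 SD, cut at about 30% in these data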;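 note: 0% = plate median of compound wells and 100% = S159A mutant with DMSO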
#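 Test system: mABHD4 protein | Buffer or medium: HEPES pH 7.0 buffer, 150 mM NaCl, 0.01% Pluronic F-127 | Probe or stimulus: FP-Rh fluorescent activity-based probe, added after compound pre-incubation | Timing: Pre-incubation 45 min, probe exposure 60 min, at 25 °C | Technique: Fluorescence polarization, excitation 525 nm, emission 598 nm, BODIPY TMR filters | Repeats: Single well per compound (singlicate)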
# GC-B act = human GC-B receptor activators, primary screen, HEK293 GC-B cells, cGMP TR-FRET, EC30 CNP. Atrial natriuretic peptide receptor 2 (Homo sapiens), P20594. 0% at EC30 CNP, 100% saturating CNP. activation, % at 10 µM. 0.11% of 370,000 active. AID 1920062, 2024;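 active = activation at 10 µM reaching about 35% in either raw or pattern-adjusted values, limit read from the data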
# TCR-CD3 inh = inhibitors of human TCR-CD3 interaction, primary screen, biochemical, fluorescence, TAMRA-labeled TCR probe | inhibition, % at 9.4 µM | 0.37% of 360,000 active | AID 651800, 2012 | T-cell receptor (TCR); in the data active = inhibition above about 19%;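 note: recombinant mutant TCR 2C K166C tagged with TAMRA read by polarization; 0% = receptor in buffer alone and 100% = receptor with positive control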
# Numbers without * were called inactive; · = not tested or not shown. This is a subset; the hit share may differ from the screen's.
1. O=C(O)c1cccc(NC(=O)c2ccc3c(c2)C(=O)N(c2ccccc2)C3=O)c1
2. O=C(CN1CCC(c2nc3ccccc3[nH]2)CC1)NCc1ccc2c(c1)OCO2
3. Cc1cccc(C)c1-n1nnnc1C(c1cccc2ccccc12)N1CCN(C/C=C/c2ccccc2)CC1 (stereo unspecified)
4. O=C1NC2(CCCCCC2)N=C1c1ccc(Br)cc1
5. COCCNC(=S)N/N=C(\C)c1ccc(OC)cc1
6. Cc1ccc(N(CC(=O)NC(C)(C)C)C(=O)CCC(=O)Nc2nccs2)c(C)c1
7. CCCCc1nc2cc(C(=O)N3CCC(OCCOC)CC3)ccc2o1
8. CCN(CC)c1ccc(NC(=O)COc2ccccc2C#N)cc1S(=O)(=O)Nc1ccc(OC)cc1

Compound	1	2	3	4	5	6	7	8
UHRF1 MBD2 ctr	5.2	-0.6	19.3	1.2	-0.1	1.5	-0.2	-3.3
NPR1 activator	2.3	-1.0	-5.0	-0.7	0.2	-5.0	-1.6	-0.9
HTRA1 inhibitor	-3.4	-0.9	·	0.1	-3.5	7.1	6.9	-37.0
PRMT1 inh	0.8	-2.0	-0.8	-2.2	2.9	-3.3	2.0	-2.3
rCAG RNA binder	-0.8	-3.2	5.6	2.6	2.8	-7.6	-7.8	8.7
MBD2 inh	-1.1	-2.3	5.7	-1.5	-0.8	1.5	-1.1	-0.3
SIAE primary	-1.6	5.3	-0.2	-0.7	5.2	-8.1	-2.4	-12.5
mABHD4 FP	3.8	-6.7	13.5	5.8	4.5	5.7	3.6	-19.7
GC-B act	-2.1	-2.4	-1.2	-2.1	-0.6	5.5	1.8	-0.1
TCR-CD3 inh	-1.4	1.2	-3.6	0.6	-5.9	2.0	7.6	5.1

9. C[C@@H]1CN([C@@H](C)CO)C(=O)c2ccccc2-c2ccccc2CO[C@@H]1CN(C)S(=O)(=O)c1ccc(C(F)(F)F)cc1
10. Cn1c(NC(=O)c2ccccc2)nc(Cc2ccccc2)c1-c1ccccc1
11. Cc1nc(N2CCOCC2)nc(N2CCCCC2C)c1[N+](=O)[O-] (stereo unspecified)
12. Cc1ccc(C2CC(c3ccc(NS(C)(=O)=O)cc3)=NN2C(=O)c2ccco2)cc1 (stereo unspecified)
13. COc1ccc(C2C(C(N)=O)=C(C)Nc3nc(CCCO)nn32)cc1 (stereo unspecified)
14. COc1ccc(CCNS(=O)(=O)c2ccc3c(c2)NC(=O)CO3)cc1OC
15. Cc1cccc(N2CN(Cc3ccco3)CNC2=S)c1
16. CCOC(=O)N1CCN(C(=O)/C=C/c2ccc(C(C)(C)C)cc2)CC1

Compound	9	10	11	12	13	14	15	16
UHRF1 MBD2 ctr	0.8	0.6	1.4	-1.6	0.7	-0.7	-3.7	-0.2
NPR1 activator	-3.8	0.6	0.1	-10.4	1.9	-1.4	-1.7	4.8
HTRA1 inhibitor	-12.8	·	-0.2	-11.0	4.8	-1.3	0.2	4.0
PRMT1 inh	1.1	-5.1	5.8	10.4	-0.8	0.3	0.5	3.5
rCAG RNA binder	3.1	0.8	-3.4	8.9	1.4	-0.5	3.9	-8.7
MBD2 inh	0.7	-6.2	-0.8	0.2	2.2	-5.0	-5.4	3.0
SIAE primary	1.9	6.0	-2.9	-2.1	-5.2	7.8	3.5	-7.5
mABHD4 FP	10.2	4.2	-2.1	-33.1	1.1	-0.4	0.1	-1.5
GC-B act	-1.3	2.8	-1.1	-3.7	7.1	-0.2	5.0	-1.6
TCR-CD3 inh	-3.7	·	-4.0	-0.3	-0.5	6.9	6.8	-1.5

17. Cc1cc(N2C(=O)C3C4c5ccccc5C(c5ccccc54)C3C2=O)no1 (stereo unspecified)
18. O=S(=O)(c1ccccc1)N1N=C(c2ccc(Br)cc2)CC1c1ccco1 (stereo unspecified)
19. CN(C)CCNC(=O)c1ccc(Cl)s1
20. COc1ccc(C)cc1NC(=O)c1cc(S(=O)(=O)N2CCOCC2)cn1C
21. CC(C)c1ccc(NC(=O)CCN2C(=O)c3ccc([N+](=O)[O-])cc3C2=O)cc1
22. CCC1CCCCN1CCNC(=O)C1CCCN(S(=O)(=O)c2cccc3nsnc23)C1 (stereo unspecified)
23. O=C(CC(NS(=O)(=O)c1ccc(Cl)cc1)c1ccco1)NCc1ccco1 (stereo unspecified)
24. Nc1ccc(C(=O)NC2CCSc3ccccc32)cc1[N+](=O)[O-] (stereo unspecified)

Compound	17	18	19	20	21	22	23	24
UHRF1 MBD2 ctr	0.5	0.4	2.3	-1.7	0.0	-4.2	-2.6	0.6
NPR1 activator	-5.1	-5.9	0.7	0.7	-6.5	5.3	-3.2	-3.3
HTRA1 inhibitor	-7.4	-25.7	-4.3	7.9	3.6	0.4	-0.5	-15.8
PRMT1 inh	-1.8	11.6	-1.2	-2.9	1.2	-2.5	-1.1	-4.2
rCAG RNA binder	2.1	9.8	0.5	2.3	1.0	-1.0	1.3	5.5
MBD2 inh	4.4	4.5	2.6	0.0	0.2	-3.4	0.9	-0.1
SIAE primary	-4.9	-12.5	-5.3	-0.8	-0.3	0.7	-9.2	2.3
mABHD4 FP	1.1	2.6	1.1	-1.2	-4.3	1.4	-0.6	-4.9
GC-B act	-2.9	-2.6	0.4	-3.8	-6.0	4.7	-3.0	-2.8
TCR-CD3 inh	-6.0	0.0	8.4	3.9	-0.2	16.5	-0.6	-5.8

25. CCCCC(=O)Nc1ccc(C(=O)NCC2COc3ccccc3O2)cc1 (stereo unspecified)
26. CC(=O)Oc1cccc(N2C(=O)C3C4C=CC(C4=C(C)C)C3C2=O)c1 (stereo unspecified)
27. O=C(C=Cc1ccccc1)c1cccs1
28. CCCc1cc(C(=O)N2CCCC(N3CCN(c4ccc(F)cc4)CC3)C2)no1 (stereo unspecified)
29. COc1ccc2cc(/C=N/NC(=O)CSCc3ccc([N+](=O)[O-])cc3)c(Cl)nc2c1
30. CCOC(=O)C1CCN(C(=O)Cn2cc(C(=O)OC)c3ccccc32)CC1
31. CCn1c(N2CCN(CC(=O)Nc3cccc(C)c3C)CC2)nc2ccccc21
32. CCc1nc2oc3ccccc3c(=O)c2c(=O)n1-c1ccc(C)cc1

Compound	25	26	27	28	29	30	31	32
UHRF1 MBD2 ctr	-4.9	-1.2	-2.0	2.5	-0.3	3.2	2.2	1.3
NPR1 activator	-1.1	-0.4	-3.2	-0.4	1.8	1.0	-5.3	-0.9
HTRA1 inhibitor	·	3.5	-2.1	2.1	-14.0	7.8	-2.3	·
PRMT1 inh	0.4	64.4*	0.3	3.1	2.2	2.1	0.4	5.2
rCAG RNA binder	0.9	-2.4	1.0	-7.3	0.0	-2.4	-6.9	13.0
MBD2 inh	0.2	-1.2	-0.3	-1.9	-5.0	7.8	-1.4	-0.7
SIAE primary	-3.3	-6.4	-2.2	-0.5	2.5	9.5	-5.2	-7.8
mABHD4 FP	-5.0	-0.5	-3.1	3.9	3.3	-1.1	-0.7	-5.5
GC-B act	-4.6	1.9	-1.3	1.9	1.5	-5.1	2.6	1.1
TCR-CD3 inh	·	5.0	4.7	2.0	8.0	-16.2	-3.2	4.8

# An excerpt from above in order of their number in HTRA1 inhibitor, low to high:
no. | structure | NPR1 activator | HTRA1 inhibitor | PRMT1 inh | MBD2 inh | SIAE primary | mABHD4 FP | GC-B act | TCR-CD3 inh
18 | O=S(=O)(c1ccccc1)N1N=C(c2ccc(Br)cc2)CC1c1ccco1 (stereo unspecified) | -5.9 | -25.7 | 11.6 | 4.5 | -12.5 | 2.6 | -2.6 | 0.0
4 | O=C1NC2(CCCCCC2)N=C1c1ccc(Br)cc1 | -0.7 | 0.1 | -2.2 | -1.5 | -0.7 | 5.8 | -2.1 | 0.6
28 | CCCc1cc(C(=O)N2CCCC(N3CCN(c4ccc(F)cc4)CC3)C2)no1 (stereo unspecified) | -0.4 | 2.1 | 3.1 | -1.9 | -0.5 | 3.9 | 1.9 | 2.0

# Further records follow.
33. CCOC(=O)C1CCN(C(=O)Cc2ccc(-c3ccccc3)cc2)CC1
34. Cc1ccccc1OC(=O)n1c(=S)oc2cc(Cl)ccc21
35. CCOC(=O)C1CCN(C(=O)CN2C(=O)c3ccccc3S2(=O)=O)CC1
36. O=C(Nc1cc(Cl)ccn1)C1CCN(S(=O)(=O)c2cccs2)CC1
37. CCN(CC)CCNC(=O)c1c(C)oc2cc(Br)c(OC)cc12
38. Cc1cnc(C(=O)OCC(=O)NCc2ccc3c(c2)OCO3)cn1
39. O=C(c1ccccc1-c1ccccc1)N1CCN(c2ccccn2)CC1
40. COCC(C)n1c(SCC(=O)N(C)C2CCS(=O)(=O)C2)nc2ccccc2c1=O (stereo unspecified)

Compound	33	34	35	36	37	38	39	40
UHRF1 MBD2 ctr	2.6	-1.6	-0.8	-0.8	-0.4	2.3	1.6	0.4
NPR1 activator	4.7	-0.1	3.5	-0.5	-4.8	2.0	-5.3	2.0
HTRA1 inhibitor	-1.4	11.6	3.9	1.0	-8.2	4.3	-2.9	-2.0
PRMT1 inh	-0.1	1.8	0.3	2.9	-2.5	0.4	0.9	3.4
rCAG RNA binder	-0.7	1.2	-2.2	-1.4	0.7	3.5	-7.4	-8.0
MBD2 inh	-1.4	0.8	-4.9	-0.8	1.0	-1.3	-3.1	3.0
SIAE primary	-5.3	7.5	1.0	0.7	8.0	1.4	-3.1	2.3
mABHD4 FP	-10.9	-0.3	2.8	-3.6	-2.5	3.7	-0.4	6.6
GC-B act	1.5	5.9	4.6	-2.4	-5.3	-1.8	-1.5	0.1
TCR-CD3 inh	-6.4	-0.3	-0.7	6.3	0.2	-2.6	-8.5	-7.2

41. CCN1C(=O)c2cccc3c(S(=O)(=O)NCc4cccnc4)ccc1c23
42. COC(=O)[C@]12C[C@H](CC(=O)NCC34CC5CC(CC(C5)C3)C4)C(=O)N(Cc3ccccc3)C1=C[C@H](COCc1ccccc1)O[C@@H]2C
43. CSc1cccc(NC(=O)CCCOc2ccc(Cl)cc2Cl)c1
44. COc1cc(C(=O)OCC2CC(c3ccccc3)=NO2)cc(OC)c1OC (stereo unspecified)
45. O=C(c1c[nH]c(C(=O)C(Cl)(Cl)Cl)c1)c1ccc(F)cc1Cl

Compound	41	42	43	44	45
UHRF1 MBD2 ctr	-8.1	-1.0	-0.8	-0.8	-1.6
NPR1 activator	4.3	1.0	-0.7	-5.7	3.8
HTRA1 inhibitor	1.2	·	-9.5	-5.7	-1.9
PRMT1 inh	1.7	2.4	-0.1	-3.4	-0.7
rCAG RNA binder	-0.5	9.9	2.6	2.3	-0.6
MBD2 inh	-7.8	1.2	0.3	1.7	2.3
SIAE primary	-4.7	2.5	-40.1	-6.2	0.2
mABHD4 FP	-4.4	0.1	-2.8	0.3	-6.5
GC-B act	-4.9	0.4	-3.4	-8.1	-1.7
TCR-CD3 inh	5.5	·	13.1	9.5	4.3
